Source: PubChem (several laboratories)
STAT1 blocker: reduces IFN-gamma driven STAT1 reporter signal | NIH 3T3 STAT1-luciferase reporter, luminescence | inhibition, % at 5.5 µM | 200,000 compounds, 0.35% hits;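 active = inhibition above a set limit, the mean inhibition across all tested compounds plus 3 SD, cut at about 34% in these data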;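 note: 0% = IFN-gamma with DMSO and 100% = IFN-gamma with 300 µM nifuroxazide; values of inactives mirror those of a sister screen read the other way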
bIAP inhibitor: intestinal alkaline phosphatase (bovine) inhibition; AID 1019; inhibition, % at 20 µM; purified bovine IAP, CDP-star luminescence, 30 min; 190,000 tested, under 10 active;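 active = over 50% inhibition of intestinal alkaline phosphatase at 20 µM in the single-dose screen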
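Assay system – bovine IAP enzyme · Quantity – bovine IAP at 1/65,000,000 final dilution · Detection – CDP-star luminescence signal · Times – 30 min reaction at room temperature · Also added – CDP-star substrate at 30 µM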
STAT3 inh: STAT3 signaling inhibition | U3A cells, IL-6 STAT3-luciferase reporter, luminescence; host cell line lacks STAT1 | inhibition, % at 5.5 µM | 190,000 compounds, 0.89% hits;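 active = inhibition above the mean inhibition across all screened compounds plus 3 SD, cut at about 44% in these data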;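 note: 0% = DMSO only wells and 100% = 100 µM nifuroxazide control wells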
PPARg SRC1 recr: PPARgamma-driven SRC-1 recruitment agonism | P37231 | PPARgamma-SRC-1 coactivator recruitment biochemical assay | activation, % at 8 µM | 200,000 compounds, 0.41% hits; in the data active = activation above about 19%;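 note: 0% = DMSO and 100% = reference agonist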
Target sequence (P37231 whole entry, looked up): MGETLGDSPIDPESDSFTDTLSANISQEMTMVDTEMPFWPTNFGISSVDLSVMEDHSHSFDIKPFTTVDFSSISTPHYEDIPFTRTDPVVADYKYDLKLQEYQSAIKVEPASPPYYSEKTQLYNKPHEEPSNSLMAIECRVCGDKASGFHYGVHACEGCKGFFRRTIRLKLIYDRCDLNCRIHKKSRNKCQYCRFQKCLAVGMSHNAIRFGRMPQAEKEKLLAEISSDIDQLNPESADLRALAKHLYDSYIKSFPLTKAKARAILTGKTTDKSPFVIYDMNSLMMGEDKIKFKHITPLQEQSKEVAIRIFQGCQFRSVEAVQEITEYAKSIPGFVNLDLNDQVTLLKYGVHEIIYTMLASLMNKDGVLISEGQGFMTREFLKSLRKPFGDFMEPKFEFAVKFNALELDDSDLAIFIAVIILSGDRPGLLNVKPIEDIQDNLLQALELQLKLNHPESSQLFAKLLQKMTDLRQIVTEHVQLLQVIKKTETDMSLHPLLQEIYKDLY
TNAP act hiacc: TNAP (human) activation, high acceptor. purified TNAP, CDP-star luminescence, 1 M DEA, 30 min; active compounds read high; 0 = EDTA background, 1 = DMSO-only activity. activation factor at 20 µM. 200,000 tested, under 10 active;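 active = activation factor at least 2 at 20 µM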
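Test system – human TNAP · Doses – 20 µM single point · Incubation – 30 min, room temperature · Signal – luminescent substrate turnover signal · Read-out basis – activation factor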
ROMK primary: modulators of human ROMK potassium channel. 130,000 compounds, 2% hits. Tet-inducible ROMK, thallium flux fluorescence; actives lie on both sides. P48048. B-score at 10 µM;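 active = signal ratio slope over the read window, or its plate-corrected B-score, at least 3 SD from the plate mean, either direction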;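 note: B-score of the F/F0 ratio slope over 7 to 12 s after thallium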
Target sequence (P48048 whole entry, looked up): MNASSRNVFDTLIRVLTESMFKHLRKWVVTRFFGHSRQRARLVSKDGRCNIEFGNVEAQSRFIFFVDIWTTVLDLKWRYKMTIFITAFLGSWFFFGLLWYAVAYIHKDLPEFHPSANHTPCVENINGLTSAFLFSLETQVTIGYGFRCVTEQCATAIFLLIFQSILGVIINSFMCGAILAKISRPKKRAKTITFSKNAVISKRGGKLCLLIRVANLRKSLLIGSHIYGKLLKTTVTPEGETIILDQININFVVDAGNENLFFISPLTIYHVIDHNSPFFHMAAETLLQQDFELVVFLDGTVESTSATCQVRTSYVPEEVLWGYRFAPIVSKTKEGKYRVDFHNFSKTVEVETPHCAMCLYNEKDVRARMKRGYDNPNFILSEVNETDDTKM
PPARg SRC2 recr: agonists of SRC-2 recruitment by human PPARgamma; P37231; AID 1032; 200,000 compounds, 0.34% hits; activation, % at 8 µM; PPARgamma LBD-SRC-2 recruitment, biochemical; in the data active = activation above about 22%;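 note: 0% = vehicle and 100% = reference agonist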
TR-FRET SRC-2 ct: counter-screen for PPARgamma SRC-2 recruitment agonists: TR-FRET artefact. active compounds read high. TR-FRET ratio at 8 µM. 200,000 compounds, 0.4% hits; in the data active = TR-FRET ratio above about 2000; note: inactives centre near 1500; reference of the scale not given here
bIAP activator: increases bovine intestinal alkaline phosphatase activity | purified bovine IAP, CDP-star luminescence, 30 min; active compounds read high; fold of DMSO-control signal, blank-subtracted | 200,000 compounds, 0.17% hits | activation factor at 20 µM;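 active = activation factor of 2 or more at 20 µM, a signal rise over negative controls twice the positive control's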
STAT3 activator: increases IL-6 driven STAT3 reporter signal; U3A cells, IL-6 STAT3-luciferase reporter, luminescence; 100% = signal with IL-6 EC80 alone; activation (% of control), % at 5.6 µM; 190,000 compounds, 0.91% hits;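 active = activation above the screen-wide mean of compound activation plus 3 SD, cut at about 130% in these data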;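 note: 0% = background luminescence of wells with medium and substrate only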
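Material: human U3A cells carrying STAT3-luciferase construct. Measured by: reporter luminescence signal. Timing: compound 1 h, then IL-6 6 h at 37 °C.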
PPARg SRC3 recr: agonists of human PPARgamma SRC-3 coactivator recruitment; P37231; biochemical PPARgamma/SRC-3 coactivator recruitment assay; activation, % at 8 µM; 200,000 compounds, 0.26% hits; AID 731; in the data active = activation above about 23%;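 note: 0% = DMSO and 100% = reference agonist; some compounds past the cut are filed as inactive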
Starred values were filed as active, the others as inactive. Outcome played no part in choosing rows (roughly 3.7% active in at least one column).

`COc1ccc(-n2nnnc2-c2cnc(N3CCCC3)nc2C(F)(F)F)cc1` gave STAT1 blocker 12, bIAP inhibitor 10, STAT3 inh 14, PPARg SRC1 recr -6, TNAP act hiacc 1, ROMK primary -0.46, PPARg SRC2 recr 6, TR-FRET SRC-2 ct 1291, bIAP activator 0.9, STAT3 activator 93 and PPARg SRC3 recr 5.
Screening COc1cc(C(=O)NCCCNc2nc3c(C)cc(C)cc3cc2C#N)cc(OC)c1OC returned STAT1 blocker -2, bIAP inhibitor -51, STAT3 inh 7, PPARg SRC1 recr -5, TNAP act hiacc 1, ROMK primary -0.073, PPARg SRC2 recr -1, TR-FRET SRC-2 ct 1288, bIAP activator 1.5, STAT3 activator 99 and PPARg SRC3 recr 0.
For COc1ccc(NS(=O)(=O)c2cc(NC(=O)C3CCCO3)ccc2N2CCCCC2)cc1 (centres undefined) the results were STAT1 blocker 0, bIAP inhibitor -21, STAT3 inh -2, PPARg SRC1 recr 12, TNAP act hiacc 1, ROMK primary 0.56, PPARg SRC2 recr 5, TR-FRET SRC-2 ct 1499, bIAP activator 1.2, STAT3 activator 104 and PPARg SRC3 recr 3.
Screening O=C(Nc1ccc(Cl)cc1)c1ccc2nsnc2c1 returned STAT1 blocker -57, bIAP inhibitor 11, STAT3 inh 6, PPARg SRC1 recr -2, TNAP act hiacc 1, ROMK primary 0.41, PPARg SRC2 recr 4, TR-FRET SRC-2 ct 1448, bIAP activator 0.9, STAT3 activator 101 and PPARg SRC3 recr 2.
`CCC(C)C(=O)Nc1nc2c(s1)C(=O)CC(C)(C)C2` (centres undefined) gave STAT1 blocker -2, bIAP inhibitor 6, STAT3 inh 8, PPARg SRC1 recr 7, TNAP act hiacc 0.9, PPARg SRC2 recr -2, TR-FRET SRC-2 ct 1409, bIAP activator 0.9, STAT3 activator 98 and PPARg SRC3 recr 2.
Screening CC(C)N(CCCNC(=O)CC1Oc2ccccc2NC1=O)Cc1ccccc1 (centres undefined) returned STAT1 blocker -2, bIAP inhibitor -1, STAT3 inh 2, PPARg SRC1 recr -3, TNAP act hiacc 1.1, PPARg SRC2 recr -12, TR-FRET SRC-2 ct 1426, bIAP activator 1, STAT3 activator 105 and PPARg SRC3 recr 0.
For CCn1cc(C(=O)NCc2ccc(Cl)cc2)c(=O)c2cc(S(=O)(=O)N3CCOCC3)ccc21 the results were STAT1 blocker 12, bIAP inhibitor 1, STAT3 inh -2, PPARg SRC1 recr 13, TNAP act hiacc 1, PPARg SRC2 recr -2, TR-FRET SRC-2 ct 1485, bIAP activator 1, STAT3 activator 102 and PPARg SRC3 recr 3.
Screening O=S(=O)(/C=C/c1ccccc1)N1CCN(Cc2ccc3c(c2)OCO3)CC1 returned STAT1 blocker -4, bIAP inhibitor 0, STAT3 inh 4, PPARg SRC1 recr -2, TNAP act hiacc 1, ROMK primary -0.37, PPARg SRC2 recr 4, TR-FRET SRC-2 ct 1444, bIAP activator 1, STAT3 activator 99 and PPARg SRC3 recr 1.
For Cc1cccc(N2CC(C(=O)OCC(=O)c3ccc(OC(=O)c4cccs4)cc3)CC2=O)c1C (centres undefined) the results were STAT1 blocker 1, bIAP inhibitor 6, STAT3 inh -8, PPARg SRC1 recr 10, TNAP act hiacc 1, ROMK primary -0.78, PPARg SRC2 recr 6, TR-FRET SRC-2 ct 1629, bIAP activator 0.9, STAT3 activator 107 and PPARg SRC3 recr 12.
`CCc1ccc(C2=NN(CCC(=O)NCc3cccs3)C(=O)CC2)cc1` gave STAT1 blocker -5, bIAP inhibitor -5, STAT3 inh -8, PPARg SRC1 recr 8, TNAP act hiacc 1, ROMK primary -0.76, PPARg SRC2 recr 1, TR-FRET SRC-2 ct 1705, bIAP activator 1.1, STAT3 activator 109 and PPARg SRC3 recr 0.
`Cc1ccc2nnnc(-c3ccccc3)c2c1` gave STAT1 blocker 11, bIAP inhibitor -5, STAT3 inh 7, PPARg SRC1 recr 2, TNAP act hiacc 1, ROMK primary -0.0052, PPARg SRC2 recr 11, TR-FRET SRC-2 ct 1556, bIAP activator 1.1, STAT3 activator 94 and PPARg SRC3 recr 1.
COc1ccccc1NC(=O)C(=O)N/N=C(\C)CC(=O)Nc1ccc(OCc2ccccc2)cc1 was read as STAT1 blocker -4, bIAP inhibitor 1, STAT3 inh 3, PPARg SRC1 recr 0, TNAP act hiacc 1, PPARg SRC2 recr -2, TR-FRET SRC-2 ct 1400, bIAP activator 1, STAT3 activator 106 and PPARg SRC3 recr -18.
`CC(=O)Nc1ccc(OCC(O)Cn2cnc3ccccc32)cc1` (centres undefined) gave STAT1 blocker -7, bIAP inhibitor 5, STAT3 inh 2, PPARg SRC1 recr 4, TNAP act hiacc 1, PPARg SRC2 recr 13, TR-FRET SRC-2 ct 1594, bIAP activator 0.9, STAT3 activator 99 and PPARg SRC3 recr 17.
Cc1cc(NC(=O)CSc2nc3ccccc3n2CC(=O)N2CCCCC2)no1 was read as STAT1 blocker 4, bIAP inhibitor 0, STAT3 inh 0, PPARg SRC1 recr 7, TNAP act hiacc 1, ROMK primary -0.0059, PPARg SRC2 recr 9, TR-FRET SRC-2 ct 1624, bIAP activator 1, STAT3 activator 101 and PPARg SRC3 recr -6.
Screening CC1(C)Cc2ccccc2C(=NCC(=O)O)N1 returned STAT1 blocker 4, bIAP inhibitor 0, STAT3 inh 2, PPARg SRC1 recr -3, TNAP act hiacc 1, ROMK primary 0.12, PPARg SRC2 recr -2, TR-FRET SRC-2 ct 1491, bIAP activator 1, STAT3 activator 100 and PPARg SRC3 recr -1.
`COc1ccccc1NC(=O)CSc1nnc(-c2ccc(NC(C)=O)cc2)n1C` gave STAT1 blocker 3, bIAP inhibitor 4, STAT3 inh 14, PPARg SRC1 recr 0, TNAP act hiacc 1, ROMK primary 0.87, PPARg SRC2 recr 2, TR-FRET SRC-2 ct 1680, bIAP activator 1, STAT3 activator 91 and PPARg SRC3 recr 9.
For CCOc1cc(C2CC(=O)NC3=C2C(=O)C(C(=O)OC)C(C)C3)cc(Cl)c1O (centres undefined) the results were STAT1 blocker 2, bIAP inhibitor 5, STAT3 inh -3, PPARg SRC1 recr 3, TNAP act hiacc 1, PPARg SRC2 recr 7, TR-FRET SRC-2 ct 1516, bIAP activator 0.9, STAT3 activator 105 and PPARg SRC3 recr 5.
For COc1ccccc1-c1nc(C#N)c(N2CCN(Cc3ccccc3)CC2)o1 the results were STAT1 blocker -2, bIAP inhibitor -11, STAT3 inh 0, PPARg SRC1 recr 6, TNAP act hiacc 1, ROMK primary 0.032, PPARg SRC2 recr 5, TR-FRET SRC-2 ct 1477, bIAP activator 1.1, STAT3 activator 102 and PPARg SRC3 recr 2.
`Cc1ccc(Oc2ccc(OCC(=O)NC(C)C(=O)O)cc2)cc1` (centres undefined) gave STAT1 blocker -2, bIAP inhibitor 18, STAT3 inh 4, PPARg SRC1 recr 5, TNAP act hiacc 1, PPARg SRC2 recr 4, TR-FRET SRC-2 ct 1522, bIAP activator 0.8, STAT3 activator 102 and PPARg SRC3 recr 7.
Screening CCOc1ccc(NC(=O)C2CCCN(C(=O)Nc3ccccc3)C2)cc1 (centres undefined) returned STAT1 blocker -1, bIAP inhibitor 9, STAT3 inh -1, PPARg SRC1 recr 6, TNAP act hiacc 1, PPARg SRC2 recr 4, TR-FRET SRC-2 ct 1530, bIAP activator 0.9, STAT3 activator 102 and PPARg SRC3 recr 5.
`CC(C)n1c(Oc2ccc(F)cc2)nc2c1c(=O)n(C)c(=O)n2C` gave STAT1 blocker 9, bIAP inhibitor 8, STAT3 inh 6, PPARg SRC1 recr -2, TNAP act hiacc 1, ROMK primary 0.31, PPARg SRC2 recr -2, TR-FRET SRC-2 ct 1631, bIAP activator 0.9, STAT3 activator 103 and PPARg SRC3 recr 2.
Screening CCNC(=O)CON=C1c2ccccc2-c2ccccc21 returned STAT1 blocker -2, bIAP inhibitor -4, STAT3 inh 8, PPARg SRC1 recr -2, TNAP act hiacc 1, ROMK primary 0.99, PPARg SRC2 recr 3, TR-FRET SRC-2 ct 1489, bIAP activator 1, STAT3 activator 94 and PPARg SRC3 recr -5.
CCOC(=O)c1c(NC(=O)CSc2nc3ccccc3s2)sc(C(C)=O)c1C was read as STAT1 blocker 16, bIAP inhibitor 12, STAT3 inh 38, PPARg SRC1 recr -2, TNAP act hiacc 1, PPARg SRC2 recr 3, TR-FRET SRC-2 ct 2122*, bIAP activator 0.9, STAT3 activator 73 and PPARg SRC3 recr 0.
`CN1CCN(CCCNC(=O)c2ccc(CSCc3cccc(Cl)c3)o2)CC1` gave STAT1 blocker 3, bIAP inhibitor -8, STAT3 inh 2, PPARg SRC1 recr -5, TNAP act hiacc 1, ROMK primary -0.91, PPARg SRC2 recr -9, TR-FRET SRC-2 ct 1349, bIAP activator 1.1, STAT3 activator 104 and PPARg SRC3 recr -9.
For Cc1ccc(-c2cn3cc(C)ccc3n2)cc1 the results were STAT1 blocker 94*, bIAP inhibitor 7, STAT3 inh 103*, PPARg SRC1 recr 2, TNAP act hiacc 1, ROMK primary -0.25, PPARg SRC2 recr 5, TR-FRET SRC-2 ct 1414, bIAP activator 0.9, STAT3 activator 13 and PPARg SRC3 recr 3.
Screening COc1ccc(OC)c(CN(CCN2CCOCC2)C(=O)Nc2ccccc2)c1 returned STAT1 blocker -12, bIAP inhibitor 0, STAT3 inh 8, PPARg SRC1 recr 0, TNAP act hiacc 1.1, ROMK primary -0.39, PPARg SRC2 recr -4, TR-FRET SRC-2 ct 1685, bIAP activator 1, STAT3 activator 94 and PPARg SRC3 recr 3.
Cn1c(/C=N/Nc2nc3ccccc3[nH]2)nc2ccccc21 was read as STAT1 blocker -18, bIAP inhibitor 14, STAT3 inh -19, PPARg SRC1 recr 7, TNAP act hiacc 0.9, ROMK primary 0.44, PPARg SRC2 recr 7, TR-FRET SRC-2 ct 1702, bIAP activator 0.9, STAT3 activator 118 and PPARg SRC3 recr 4.
For COC(=O)c1ccc(C2c3c(oc4cc(C)c(C)cc4c3=O)C(=O)N2CCCN(C)C)cc1 (centres undefined) the results were STAT1 blocker 10, bIAP inhibitor -13, PPARg SRC1 recr 12, TNAP act hiacc 1, PPARg SRC2 recr 11, TR-FRET SRC-2 ct 1593, bIAP activator 1.1 and PPARg SRC3 recr 5.

At a glance, part of the list above:
`COc1ccccc1NC(=O)CSc1nnc(-c2ccc(NC(C)=O)cc2)n1C` gave STAT1 blocker 3, bIAP inhibitor 4, STAT3 inh 14, PPARg SRC1 recr 0, TNAP act hiacc 1, ROMK primary 0.87, PPARg SRC2 recr 2, TR-FRET SRC-2 ct 1680, bIAP activator 1, STAT3 activator 91 and PPARg SRC3 recr 9.
For CCOc1cc(C2CC(=O)NC3=C2C(=O)C(C(=O)OC)C(C)C3)cc(Cl)c1O (centres undefined) the results were STAT1 blocker 2, bIAP inhibitor 5, STAT3 inh -3, PPARg SRC1 recr 3, TNAP act hiacc 1, PPARg SRC2 recr 7, TR-FRET SRC-2 ct 1516, bIAP activator 0.9, STAT3 activator 105 and PPARg SRC3 recr 5.
